Screening results deposited in PubChem BioAssay by National Center for Advancing Translational Sciences (NCATS).
D3 antag: qHTS of D3 Dopamine Receptor Antagonist: qHTS; D(3) dopamine receptor (Homo sapiens), P35462; D3R cells, DiscoveRx beta-arrestin luminescence, antagonist mode; active compounds read low; max response, negative = inhibition, %; 360,000 tested, 2.5% active; in the data active = max response below about -50%; inconclusive = no clear call, values can overlap the other calls; also: % is scaled to controls: 0 for no effect and ±100 for the full control effect; mostly tested at two doses, the higher about 12 µM
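Cells expressing the human receptor were seeded at 1500 cells/well, incubated overnight at 37 degrees C in 5% CO2, then exposed to library compounds with dopamine controls for 90 minutes at 37 degrees C before luminescent detection.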
EPAC2 ag: qHTS for Agonist of cAMP-regulated guanine nucleotide exchange factor 4 (EPAC2): primary screen. EPAC2 activation, biochemical qHTS; response scale: 100% = 6.5 mM cAMP response. Potency, µM (titrated, usually from 154 µM), inactives show at the highest dose activation, hits mostly activators. 360,000 tested, 0.079% active; also: potency is read from the fitted curve at half-maximal effect; nearly all actives have a fitted effect of over 50% in size
Target sequence (Q8WZA2 whole entry, looked up): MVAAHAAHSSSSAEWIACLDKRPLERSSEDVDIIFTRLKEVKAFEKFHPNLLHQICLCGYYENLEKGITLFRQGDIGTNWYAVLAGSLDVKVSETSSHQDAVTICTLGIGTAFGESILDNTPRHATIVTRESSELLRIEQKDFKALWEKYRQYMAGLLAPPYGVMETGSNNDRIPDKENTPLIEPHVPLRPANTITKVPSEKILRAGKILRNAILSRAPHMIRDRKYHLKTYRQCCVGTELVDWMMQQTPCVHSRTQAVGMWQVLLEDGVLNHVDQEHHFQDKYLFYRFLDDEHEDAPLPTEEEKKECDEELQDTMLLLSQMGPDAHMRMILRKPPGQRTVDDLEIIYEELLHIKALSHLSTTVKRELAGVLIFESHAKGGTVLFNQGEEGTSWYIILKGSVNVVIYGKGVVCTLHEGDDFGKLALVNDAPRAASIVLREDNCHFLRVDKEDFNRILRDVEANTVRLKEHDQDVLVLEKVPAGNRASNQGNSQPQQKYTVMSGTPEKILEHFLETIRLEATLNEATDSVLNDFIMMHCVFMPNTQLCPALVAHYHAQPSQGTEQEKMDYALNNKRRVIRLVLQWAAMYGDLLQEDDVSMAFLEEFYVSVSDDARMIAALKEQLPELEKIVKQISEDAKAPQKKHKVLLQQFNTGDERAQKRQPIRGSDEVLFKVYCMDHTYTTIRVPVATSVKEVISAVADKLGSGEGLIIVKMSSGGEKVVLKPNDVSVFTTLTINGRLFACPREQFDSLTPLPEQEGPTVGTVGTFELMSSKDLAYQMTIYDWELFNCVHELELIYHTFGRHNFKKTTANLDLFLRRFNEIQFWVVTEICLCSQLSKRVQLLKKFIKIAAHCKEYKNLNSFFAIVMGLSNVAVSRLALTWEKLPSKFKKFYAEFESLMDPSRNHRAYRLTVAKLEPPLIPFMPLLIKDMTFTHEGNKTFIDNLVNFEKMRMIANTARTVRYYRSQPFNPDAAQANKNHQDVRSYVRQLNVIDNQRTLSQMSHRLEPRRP
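Guanine nucleotide exchange by EPAC2 is measured as reduced fluorescence of BODIPY-GDP once it is released from 250 nM Rap1B. Plates are read kinetically for 30 min at room temperature; results are scaled to 6.5 mM cAMP.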
CCT chaperon mod: High-Throughput Screening for Modulators of Cytosolic Chaperonin Activity; purified chaperonin ATPase assay, HTRF ADP detection, 30 min; activity change, % (concentration not given with the values), hits read low; 360,000 tested, 0.3% active; AID 651819, 2012; in the data active = activity change below about -30%; also: % is scaled to controls: 0 for no effect and ±100 for the full control effect
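TRiC at 40 or 20 nM final (batch-dependent) in 30 mM Tris pH 7.4, 100 mM KCl, 5 mM MgCl2, 1 mM DTT, with compound at single 76 uM and 10 uM ATP, 30 min at 37 deg C. ADP detected by HTRF Transcreener, 665/615 ratio.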
pAkt inh: HTS Assay for Inhibitors of Akt Phophorylation: Primary Screen; Neuro2A IGF-stimulated pAkt S473 HTRF, 20 min; active compounds read low; activity change, % for hits at 50 µM; 360,000 tested, 0.32% active; AID 651550, 2012; in the data active = activity change below about -80%; inconclusive = mostly about -51% to -80%; also: % is scaled to controls: 0 for no effect and ±100 for the full control effect
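Neuro2A cells in DMEM with 0.5% FBS, overnight at 37 deg C, given compound at single 50 µM final, then IGF (6 nM final) for 20 min at 37 deg C. Lysed; phospho-Akt Ser473 by HTRF after 24 h, 665/615 ratio.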
DRD3 agonist: qHTS of D3 Dopamine Receptor Agonist: qHTS | D(3) dopamine receptor (Homo sapiens), P35462 | D3R DiscoveRx beta-arrestin cells, luminescence, 90 min | max activation, % | 410,000 tested, 0.58% active; in the data active = max activation above about 30%; also: 0% is about no effect; mostly tested at two doses, the higher about 12 µM
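Agonist-mode cell screen: cells plated at 1500/well and incubated overnight at 37 °C, then exposed to library compounds for 90 min at 37 °C. Detection reagent was added for 30–60 min at room temperature, and luminescence was read.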
EPAC2 antagonist: qHTS for Antagonist of cAMP-regulated guanine nucleotide exchange factor 2 (EPAC2): primary screen. Potency, µM (series often up to 114 µM), for inactives: top-dose activity, negative = inhibition, most hits filed as inhibitors. Rap guanine nucleotide exchange factor 4 (Homo sapiens), Q8WZA2. EPAC2 GEF exchange of Rap1B-BODIPY-GDP, fluorescence. 360,000 tested, 0.18% active; also: potency is read from the fitted curve at half-maximal effect; % is scaled to controls: 0 for no effect and ±100 for the full control effect; nearly all actives have a fitted effect of over 45% in size; many of its hits are not listed in these tables
PTHR1 agonist: qHTS for PTHR1 Agonists: Primary Screen. Parathyroid hormone/parathyroid hormone-related peptide receptor (Homo sapiens), Q03431. HEK293 GP2 PTHR1 cells, GloSensor cAMP luminescence, 1 h. Potency, µM (titrated, usually from 115 µM), for the others: at the top dose activation, hits mostly activators. 410,000 tested, 0.075% active; also: potency is read from the fitted curve at half-maximal effect; nearly all actives have a fitted effect of over 55% in size; some results filed as inactive show a strong effect at the top dose; inactives centre near -15; many of its hits are not listed in these tables
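HEK-293-derived GP2 cells expressing PTHR1 and a GloSensor cAMP reporter, 3,000/well, plated overnight, given luciferin plus IBMX (each 0.5 mM as added) for 1 h at 37 °C, then compound for 1 h at 37 °C. Luminescence was read after 15 min at room temperature.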
Mm-Cpn inhibitor: Inhibitors of TCP-1 ring complex (TRiC) of Methanococcus maripaludis (MmCpn): qHTS. Chaperonin Mm-Cpn (Methanococcus maripaludis). purified Mm-Cpn ATPase, ADP Transcreener TR-FRET. Potency, µM (doses to about 76.9 µM), for the others: at the top dose activity, negative = inhibition, most hits filed as inhibitors. 330,000 tested, 0.031% active; also: potency is read from the fitted curve at half-maximal effect; % is scaled to controls: 0 for no effect and ±100 for the full control effect; nearly all actives have a fitted effect of over 80% in size
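25 nM Mm-CPN + cpd, 10 min 37°C; + 10 uM ATP, 30 min 37°C; buffer 30 mM Tris pH 7.4, 100 mM KCl, 5 mM MgCl2, 1 mM DTT; Transcreener ADP HTRF detection 30 min RT.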
An asterisk follows results filed as active; i = inactive; ? = inconclusive; / = no result given; [ ] = another dose, or the depositor's remark. Unless noted, calls follow the shape of the dose curve; as a rule, active = well fitted curve in the direction sought with a large enough effect; inconclusive = small, poorly fitted or top-dose-only effect, or another doubt; inactive = no such curve, though single readings can be large; an effect the other way counts as inactive or inconclusive. The list is partial; the hit share may differ from the screen's.

Start of the data: the first two compounds (preview)
mol,D3 antag,DRD3 agonist,pAkt inh,EPAC2 antagonist,CCT chaperon mod,EPAC2 ag,Mm-Cpn inhibitor,PTHR1 agonist
O=C(NCC1CCCO1)c1ccc(NC(=O)c2ccc(Br)cc2)cc1 (stereo not drawn),-15,21,i,3%,-3.0,8%,/,-22%
CCNC(=O)CN(C1CCCCC1)S(C)(=O)=O,12,-2,i,2%,0.1,-12%,0%,4%

The listing (from the top)
mol,D3 antag,DRD3 agonist,pAkt inh,EPAC2 antagonist,CCT chaperon mod,EPAC2 ag,Mm-Cpn inhibitor,PTHR1 agonist
O=C(NCC1CCCO1)c1ccc(NC(=O)c2ccc(Br)cc2)cc1 (stereo not drawn),-15,21,i,3%,-3.0,8%,/,-22%
CCNC(=O)CN(C1CCCCC1)S(C)(=O)=O,12,-2,i,2%,0.1,-12%,0%,4%
CC(=O)c1cc2c(cc1NC(=O)CSc1ncccn1)OCO2,?,-4,i,3%,-0.6,6%,/,-16%
COc1ccccc1C(=O)Oc1ccc(N2C(=O)CCC2=O)cc1,1,-17,i,2%,-1.4,0%,2%,i
FC(F)(F)c1nc2ccccc2n2c(-c3ccc(Cl)cc3Cl)nnc12,0,-5,i,-1%,-1.9,12%,-1%,-3%[57.5 µM]
CCOC(=O)/C=C/CN(C(=O)OC(C)(C)C)S(=O)(=O)N1CC=CC1,-13,20,i,-6%,-1.4,7%,?,i
Cc1c(C(=O)NCCC#N)sc(=O)n1Cc1ccc(F)cc1,1,-2,i,1%,2.0,-4%,/,-18%
CN1CCN(c2ccc(NC(=S)NC(=O)/C=C/c3ccco3)cc2)CC1,-21,-2,i,2%,1.1,6%,2%,i
O=C(CCC(=O)Nc1ccccc1)N/N=C/c1ccccc1F,3,1,i,-7%,-2.9,-1%,0%,i
CC1(C)CC(N2CCN(c3ccccc3)CC2)=CC(=[N+]2CCCC2)C1,-23,0,i,14%,2.1,3%,1%,-81%[inhibitor]
CC(=O)Oc1ccc(OC(C)=O)c2c1CC1(C)OC1(C)C2 (stereo not drawn),13,0,i,-2%,0.3,10%,/,i
Cc1cc(C)nc(-n2nc(C)c3c(=O)[nH]c(C(F)(F)F)nc32)n1,0,-9,i,2%,1.8,-1%,2%,i
Cc1ccc(C)n1-c1ccccc1N1CCCCC1,9,-1,i,-26%,0.5,-1%,-1%,-28%
Cn1c(=O)c2c(-c3ccccc3)n(-c3ccccc3F)cc2n(C)c1=O,35,8,i,5%,-1.2,11%,/,-18%
Cc1onc(-c2ccccc2)c1C(=O)Nc1nnc(C(C)(C)C)s1,3,5,i,14%,-0.1,6%,0%,-18%
Cc1ccccc1-c1csc(C(O)c2ccc(F)cc2)n1 (stereo not drawn),0,-7,i,-8%,1.5,14%,/,-7%
Cc1nc2c(ccc3c([N+](=O)[O-])cccc32)c(C)c1C,23,7,i,11%,0.5,1%,-1%,-27%
CCC1Oc2ccc(C)cc2N(CC(=O)N(Cc2cccnc2)Cc2cccc(F)c2)C1=O (stereo not drawn),26,-1,i,4%,1.7,-17%,0%,i
CC1(C(=O)O)CCN1C(=O)/C=C/c1ccccc1 (stereo not drawn),0,5,i,5%,0.1,13%,/,i
CCOC(=O)c1sc2nc(CC(=O)OC)nc(NCCN(CC)CC)c2c1C,-8,-6,i,0%,-21,12%,-2%,-8%
Cc1ccsc1-c1nc(CSCC(=O)N2CCN(c3ccccc3)CC2)c(C)o1,24,7,i,-4%,0.1,13%,-11%,-96%[inhibitor]
CCCCN1C[C@H](C)[C@@H](CC(=O)Nc2ccc(OC)cc2)C1=O,8,4,i,2%,0.0,6%,/,i
O=C1NC(c2ccc3ccccc3c2)Nc2ccccc21 (stereo not drawn),-22,-5,i,-1%,-0.9,8%,/,-17%
O=C(CNC(=O)N1CC(=O)Nc2ccccc21)Nc1ccc(Cl)cc1Cl,-3,3,i,4%,-1.3,10%,/,i
O=C(NNC(=O)c1ccc(NC(=O)c2ccccc2)cc1)Nc1ccccc1,-4,-2,i,-1%,0.8,2%,0%,-13%
Cc1cc(C)n(C(=O)c2cccc(S(=O)(=O)N3CCCC3)c2)n1,-25,1,i,18%,2.9,7%,-2%,i
COC(=O)c1ccc(-c2cc3onc(-c4ccccc4)c3c(=O)n2C)cc1,23,17,i,7%,-2.6,-2%,-3%,-10%
CCCS(=O)(=O)c1csc(C(=O)OC)c1N,3,-5,i,0%,-0.8,5%,-1%,i
Cc1cccc(Cn2c(SCCO)nc3c2c(=O)n(C)c(=O)n3C)c1,17,3,i,7%,1.4,-1%,1%,i
Cc1ccc(-n2c(C)c(C)c3c(NCCCO)ncnc32)cc1,-3,9,i,2%,0.1,5%,1%,i
CNC(=S)Nc1ccc(OC(F)(F)F)cc1,1,0,i,-4%,-2.0,-2%,1%,-17%
COc1nccnc1NS(=O)(=O)c1ccc(NC(=O)c2ccccc2Br)cc1,7,-5,i,-6%,0.4,6%,1%,-12%
CCOc1ccc(C(=O)Nc2cccc(NC(=O)c3cccs3)c2)cc1[N+](=O)[O-],6,2,i,3%[57.1 µM],-1.5,17%,1%,i
Cc1ccc(-c2nc(CS(=O)(=O)CC(=O)NC3CCCCC3C)c(C)o2)cc1 (stereo not drawn),0,0,i,5%,3.4,-1%,-1%,-14%
O=C(CCCCCn1nnc2ccccc2c1=O)Nc1ccccc1F,14,6,i,3%,0.9,4%,-3%,i
Cc1coc2c1c(C)cc1oc(=O)c(CC(=O)NCC(=O)O)c(C)c12,2,8,i,-2%,0.4,6%,?,i
NC(=O)c1ccc(C(F)(F)F)n(Cc2ccccc2Cl)c1=O,25,-2,i,-3%,-0.4,4%,-3%,-2%
O=C(NCC1CC1)c1ccccc1Cl,-1,3,i,16%,-5.2,12%,-26%,i
CC1CCC(NC(=O)c2ccc(Br)o2)CC1 (stereo not drawn),-21,-1,i,-16%,0.1,-1%,/,-41%
CCCc1nnc(SCC(=O)N2CCCC(C)C2)n1CCOC (stereo not drawn),-58*,-7,i,-6%,-2.1,3%,1%,i
COc1ccc(NC(=O)c2cccc(S(=O)(=O)N3CCOCC3)c2)cn1,-1,8,i,-1%,-4.8,13%,-1%,-8%[57.5 µM]
Cc1ccc(C)c(NC(=O)COC(=O)c2nn(C)c(=O)c3ccccc23)c1,-18,4,i,-5%,-2.1,-14%,-7%,i
O=C(COC(=O)c1ccc([N+](=O)[O-])o1)NC1CCS(=O)(=O)C1 (stereo not drawn),23,4,i,-2%,0.4,0%,1%,i
Cc1c(NC2=C(Cl)C(=O)N(c3ccccc3)C2=O)c(=O)n(-c2ccccc2)n1C,13,0,i,-3%,-1.9,2%,-2%,i
Cc1csc(NC(=O)CSCC(=O)O)c1-c1nc2ccccc2s1,-1,-5,i,?,-3.0,-12%,-13%,i
Cc1nc2[nH]c(=S)[nH]c2c(=O)[nH]1,-11,-16,i,1%,-1.4,7%,/,-1%
NCCn1c(-c2ccccc2)cc(C(=O)O)c1-c1ccccc1F,-14,5,i,28%,-1.9,13%,-6%,7%
COc1cccc(CNC(=O)CCCn2nc(C)c3c(C)n(-c4ccccc4)nc3c2=O)c1,3,-1,i,-6%,1.7,0%,-1%,i
CCOC(=O)N1CCN(C(=O)C(C)NC(=O)c2ccco2)CC1 (stereo not drawn),-4,-4,i,-1%,-0.6,4%,0%,-5%
CCN(C(=O)Cn1cnc2cc([N+](=O)[O-])ccc2c1=O)C1CCS(=O)(=O)C1 (stereo not drawn),0,8,i,-4%,-1.1,2%,-1%,-21%
CC(C)Cn1c(N)c(C(=O)COC(=O)CCc2nc3ccccc3s2)c(=O)n(C)c1=O,39,18,i,-9%,-2.8,4%,3%,-94%[inhibitor]
Cc1nc(CC(=O)NNS(=O)(=O)c2ccc(F)c(Cl)c2)cs1,7,-1,i,3%,-3.1,2%,1%,-22%
CC(=O)NCC(=O)N(Cc1ccco1)C1(C(=O)NC2CCCCC2)CCCCC1,-23,-2,i,3%,-2.2,6%,1%,i
CSCC(O)Cn1ncc2ccccc2c1=O (stereo not drawn),2,0,i,-5%,-2.7,1%,3%,-7%
Cc1ccc(/C=N/NC(=O)CN(Cc2ccccc2)S(=O)(=O)c2ccc3c(c2)OCCO3)cc1,16,26,i,-11%,-0.1,15%,0%,0%
COc1cccc([C@@H]2CC=C(C(=O)O)[C@H](c3ccc(C)cc3)N2S(=O)(=O)c2ccc(C)cc2)c1,11,3,i,-2%,-0.6,-4%,-2%,-10%
COc1ccc(C2Nc3cccc4cccc(c34)N2)cc1,-9,1,i,-19%,-2.0,13%,-2%,i
C=CCn1cnc2c(nnn2-c2ccc(C)c(C)c2)c1=O,-7,1,i,-5%,-0.4,-2%,1%,-11%
Cc1cc(NC(=O)CSc2nc3ccccc3c(=O)n2C2CCCC2)no1,-5,1,i,5%,1.4,-7%,-2%,-9%[57.5 µM]
O=C(C1=COCCO1)N(Cc1nnc(-c2ccccc2Cl)o1)C1CC1,10,3,i,-1%,-2.2,3%,-5%,i
COc1cc(NC(=O)c2cc(C)nc3ccccc23)cc(OC)c1OC,3,-9,i,6%,3.4,-1%,-2%,i
CC(=O)Nc1ccc(S(=O)(=O)N(C)CC(=O)OC(C)C(=O)N(C)C2CCCCC2)cc1 (stereo not drawn),6,3,i,16%,0.1,24%,1%,i
O=C(Cn1ncc2c([nH]c3ccccc32)c1=O)N1CCN(c2ccccn2)CC1,-28,-7,i,-7%,-2.4,4%,-1%,i
